Assay outcomes from PubChem BioAssay.
PI5P4K alpha inh = blocks human PI5P4K alpha kinase activity; P48426; PI5P4Kalpha enzyme, ADP-Glo luminescence, 60 min; stronger effect = lower value; max response, %; hit rate 1.2% among 330,000; AID 652105; active = max response of -50% or lower; inconclusive = between -30% and -50%; inactive = -30% or higher; also: value at the top dose of about 77 µM; % is scaled to controls: 0 for no effect and ±100 for the full control effect
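Luminescence from ADP-Glo served as readout of PI5P4Kalpha activity in a qHTS format. Reaction: enzyme, substrate, compound, ATP at 5 microM final, 60 min at RT.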
GLP-1R agonist = GLP-1 receptor (human) agonism. P43220. HEK293 GLP-1R CRE-luciferase, luminescence, 4-6 h; cells express a hypersensitive GLP-1R form. Potency, µM (highest dose often 45.6 µM), inactives show top-dose activation, most hits filed as activators. hit rate 0.007% among 380,000; also: potency is read from the fitted curve at half-maximal effect; % of control where 0% means no effect
GLP1R cytotox = cytotoxic in the GLP-1 receptor inverse agonist counter-screen | Potency, µM (top dose mostly 38.3 µM), without a hit: at the top dose activity change, negative = inhibition, hits mostly inhibitors | HEK293 cAMP-luciferase reporter cells, luminescence, 24 h | hit rate 0.13% among 410,000 | AID 624418;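 also: loss of luciferase light is scored as toxicity; potency is read from the fitted curve at half-maximal effect; % is scaled to controls: 0 for no effect and ±100 for the full control effect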
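Luminescence readout: signal drop marks cytotoxicity. Plated cells grew 12 h at 37 °C, 5% CO2, received 23 nL compound for 24 h, then got luciferase reagent, read after 12 min at RT.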
DRD3 agonist = D3 dopamine receptor (human) agonism | P35462 | D3R DiscoveRx beta-arrestin cells, luminescence, 90 min | max activation, % | hit rate 0.58% among 410,000; in the data active = max activation above about 30%; also: 0% is about no effect; mostly tested at two doses, the higher about 12 µM
Target sequence (P35462 whole entry, looked up): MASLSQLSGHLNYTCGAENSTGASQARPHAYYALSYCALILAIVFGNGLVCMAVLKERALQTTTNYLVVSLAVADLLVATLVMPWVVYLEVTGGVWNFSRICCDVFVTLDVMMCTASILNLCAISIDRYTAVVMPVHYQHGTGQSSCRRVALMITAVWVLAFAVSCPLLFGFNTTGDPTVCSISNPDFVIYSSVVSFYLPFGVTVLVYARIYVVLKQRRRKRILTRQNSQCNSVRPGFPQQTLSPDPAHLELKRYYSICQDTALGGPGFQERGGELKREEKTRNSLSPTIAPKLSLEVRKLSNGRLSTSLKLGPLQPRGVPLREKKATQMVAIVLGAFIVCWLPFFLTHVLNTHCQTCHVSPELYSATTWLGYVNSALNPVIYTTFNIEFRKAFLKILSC
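Agonist-mode cell screen: cells plated at 1500/well and incubated overnight at 37 °C, then exposed to library compounds for 90 min at 37 °C. Detection reagent was added for 30–60 min at room temperature, and luminescence was read.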
PLK1 PBD block = inhibitors of human PLK1 polo-box domain binding; P53350; Plk1 PBD binding of FITC phosphopeptide, fluorescence polarization; Potency, µM, inactives show max response, negative = inhibition, hits mostly inhibitors; hit rate 2.8% among 360,000; AID 720504; also: potency is read from the fitted curve at half-maximal effect; series mostly up to about 57 µM; % is scaled to controls: 0 for no effect and ±100 for the full control effect; nearly all actives have a fitted effect of over 65% in size
Target sequence (P53350 whole entry, looked up, the tested form may be a part): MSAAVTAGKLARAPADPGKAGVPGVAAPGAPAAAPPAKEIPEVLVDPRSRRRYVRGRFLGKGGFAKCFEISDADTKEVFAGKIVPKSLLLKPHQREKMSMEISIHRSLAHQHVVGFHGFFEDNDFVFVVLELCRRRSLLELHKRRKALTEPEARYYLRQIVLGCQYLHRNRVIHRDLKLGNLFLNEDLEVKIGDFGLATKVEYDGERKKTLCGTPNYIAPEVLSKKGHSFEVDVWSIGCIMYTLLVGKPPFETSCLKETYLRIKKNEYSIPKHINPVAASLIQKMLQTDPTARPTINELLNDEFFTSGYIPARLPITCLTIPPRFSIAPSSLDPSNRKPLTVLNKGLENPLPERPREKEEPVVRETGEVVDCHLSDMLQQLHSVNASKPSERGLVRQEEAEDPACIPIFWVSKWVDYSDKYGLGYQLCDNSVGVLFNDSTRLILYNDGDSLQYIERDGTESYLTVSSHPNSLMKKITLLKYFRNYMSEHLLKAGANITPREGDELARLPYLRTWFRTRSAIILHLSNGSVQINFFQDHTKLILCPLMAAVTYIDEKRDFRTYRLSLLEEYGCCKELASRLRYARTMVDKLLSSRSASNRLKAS
WRN inhibitor = inhibitors of human WRN helicase; Q14191; WRN helicase unwinding, fluorescent forked duplex, kinetic; Potency, µM (titrated, usually from 114 µM), inactives show at the highest dose activity change, negative = inhibition, hits mostly inhibitors; hit rate 0.46% among 360,000; also: potency is read from the fitted curve at half-maximal effect; % is scaled to controls: 0 for no effect and ±100 for the full control effect; nearly all actives have a fitted effect of over 55% in size
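Primary qHTS, 1536-well format. 20 nM WRN + compound, 15 min RT; start with 100 nM forked fluorophore/quencher duplex, 2 mM ATP (final); kinetic read ex 525/em 598 nm.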
DRD3 antagonist = antagonists of human D3 dopamine receptor; hit rate 2.5% among 360,000; AID 652054; max response, negative = inhibition, %; D3R cells, DiscoveRx beta-arrestin luminescence, antagonist mode; stronger effect = lower value; in the data active = max response below about -50%; inconclusive = no clear call, values can overlap the other calls; also: % is scaled to controls: 0 for no effect and ±100 for the full control effect; mostly tested at two doses, the higher about 12 µM
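Cells expressing the human receptor were seeded at 1500 cells/well, incubated overnight at 37 degrees C in 5% CO2, then exposed to library compounds with dopamine controls for 90 minutes at 37 degrees C before luminescent detection.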
IL2 activator = activates IL-2 in a cell-based reporter assay; activation, % (series mostly up to about 46 µM); hit rate 0.065% among 360,000; IL-2 activation reporter assay, cell-based qHTS; stimulated with anti-CD3/CD4/CD28 beads; in transgenic mouse T cells; in the data active = activation above about 50%; inconclusive = mostly about 30% to 49%; also: 0% is about no effect
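Unstimulated transgenic mouse T cells; 60-min compound exposure; bead-based TCR/CD4/CD28 stimulation; 18 h culture, 37 degrees C; dual fluorescence (EGFP, DsRed) plate cytometry.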
GLP1R inv ag = acts as inverse agonist at human GLP-1 receptor. HEK293 GLP-1R CRE-luciferase, luminescence, 24 h; GLP-1R form is constitutively active. Potency, µM (doses to about 38.3 µM), for the others: at the top dose activity change, negative = inhibition, actives largely listed as inhibitors. hit rate 1.6% among 410,000. AID 624417; also: potency is read from the fitted curve at half-maximal effect; % is scaled to controls: 0 for no effect and ±100 for the full control effect; nearly all actives have a fitted effect of over 55% in size
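qHTS in 1536-well format: reporter HEK293 cells expressing constitutive GLP-1R activity in DMEM + 10% Nu serum, 24 hr with compounds at 37 deg C, luminescence read after 12 min with detection reagent.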
Numbers without * were called inactive; ? = inconclusive; . = not tested or not shown; & = joins results of further samples; [ ] = dose if it differs, or a comment. Unless noted, calls follow the shape of the dose curve; as a rule, active = well fitted curve in the direction sought with a large enough effect; inconclusive = small, poorly fitted or top-dose-only effect, or another doubt; inactive = no such curve, though single readings can be large; an effect the other way counts as inactive or inconclusive. Rows are unselected (roughly 7.8% active in at least one column).

cpd | SMILES | PI5P4K alpha inh | GLP-1R agonist | GLP1R cytotox | DRD3 agonist | PLK1 PBD block | WRN inhibitor | DRD3 antagonist | IL2 activator | GLP1R inv ag
1 | CCCN(CC(=O)Nc1ccccc1C)C(=O)c1sc2ccccc2c1Cl | 1.2 | 0.5% | -27.1% | 7.5 | -1.8% | 9.2% | 0.0 | -0.2 | -33.1%
2 | O=C(O)c1cccc2c1C(=O)c1ccccc1-2 | -3.7 | -0.1% | 0.0% | 1.7 | -12.8% | -0.7% | -0.6 | -0.3 | -6.1%
3 | Cn1c(=O)[nH]c(=O)c2c1nc(N1CCN(CCO)CC1)n2Cc1ccccc1 | 3.9 | 13.0% | -6.7% | -11.7 | -7.2% | 8.0% | -7.5 | 0.4 | 13.9%
4 | O=C(NC1CCN(Cc2ccccc2)CC1)c1cncc(Br)c1 | 2.0 | -0.8% | -5.8% | -22.0 | 6.7% | -0.9% | -85.8* | -0.7 | -48.5%
5 | COc1ccc(CC(=O)Nc2cccc(/C(C)=N/NC(=O)c3cccc([N+](=O)[O-])c3)c2)cc1 | -5.6 | 5.4% | -13.0% | -2.4 | -5.2% | -4.1% | -22.6 | -2.4 | ?
6 | CCOC(=O)C1=C(C)N(C)C(=O)NC1c1c(C)nn(-c2ccc(C)cc2)c1Cl (centres undefined) | 4.0 | 2.2% | -18.5% | 1.6 | 0.6% | -3.2% | 21.2 | 0.3 | ?
7 | CCOc1ccc(CCNC(=O)COC(=O)CCS(=O)(=O)c2ccc(C)cc2)cc1OCC | 0.8 | -1.4% | 2.9% | -7.2 | -1.0% | -1.7% | -13.7 | -2.2 | 38.7%[activator]
8 | c1cc(-c2cccs2)nc(-c2cccs2)c1 | 1.5 | 10.0% | -4.0% | -8.4 | -5.5% | 6.0% | 9.3 | -1.0 | -4.5%
9 | O=C(O)CCn1cc(C(=O)O)c(-c2ccccc2)n1 | 3.2 | -6.0% | -20.6% | 0.4 | -11.3% | -3.8% | -12.0 | -0.7 | 5.7%
10 | CC1(C(=O)NCc2cccc3ccccc23)CCN1Cc1cccc2c1OCO2 (centres undefined) | 14.8 | 9.7% | 3.7% | 2.0 | 4.6% | 3.4%[57.1 µM] | 20.5 | -0.8 | -29.9%
11 | CN(C(=O)C1CCCN1S(=O)(=O)c1ccc(Cl)cc1)c1ccccc1 (centres undefined) | -1.0 | 4.1% | 1.4% | 4.0 | -7.1% | -6.6% | -8.6 | 4.2 | 12.2%
12 | CCOC(=O)c1c(C)[nH]c(C)c1C(=O)CSc1ncccn1 | . | -7.4% | -10.0% | 20.2 | -6.0% | 3.2% | 15.8 | -1.4 | 33.2%[activator]
13 | Cc1cn([C@H]2C[C@H](O)[C@@H](CCC(=O)NCCc3ccc4ccccc4c3)O2)c(=O)[nH]c1=O | -6.5 | -3.6% | 2.6% | -1.2 | -3.4% | -3.8% | -29.2 | -0.4 | 23.3%
14 | COc1ccc(N2C(S)=C(C#N)C(=O)NC2c2ccc(OC)c(OC)c2)cc1 (centres undefined) | -23.1 | 2.3% | -12.4% | 2.9 | -27.5% | 0.3% | 9.8 | 0.3 | 19.8%
15 | Cn1c(CN2CCN(c3ccccc3NS(C)(=O)=O)CC2)nc2ccccc21 | -0.2 | -4.6% | 0.5% | -18.3 | -9.5% | 0.1% | -11.9 | 2.0 | 7.7%
16 | COC(=O)c1cc(OC(=O)CCc2ccc(OC)c(OC)c2)cc(C(=O)OC)c1 | 11.5 | 9.2% | -7.8% | 5.5 | -6.9% | 4.8% | 3.0 | -0.1 | 0.5%
17 | CCOc1ccc(N=C2SC(C(=O)O)CC(=O)N2C)cc1 (centres undefined) | . | -7.5% | 5.5% | 3.1 | -3.8% | -1.3% | 5.2 | -0.8 | -0.6%
18 | O=C(NCCCn1ccnc1)C(=O)NCC1OCCCN1S(=O)(=O)c1ccc(Cl)cc1 (centres undefined) | -0.5 | 0.2% | 1.4% | 2.4 | -5.4% | -0.9% | -3.0 | -0.8 | 1.5%
19 | CN(CC(=O)Nc1ccccc1N1CCCC1)S(=O)(=O)c1ccc(F)cc1 | 8.3 | 14.5% | -0.6% | 6.1 | -3.4% | -1.1% | 1.7 | -0.1 | -28.5%
20 | Cc1cccc(OCC(=O)NC(=S)Nc2ccccc2N2CCOCC2)c1C | 0.3 | 5.7% | -4.0% | -1.7 | 0.9% | -6.6% | 3.5 | -0.5 | -3.3%
21 | CCC(CO)Oc1cc(NCc2cccc(Cl)c2)c2ncn(C(C)C)c2c1 (centres undefined) | -0.4 | 0.7% | -44.2% | -9.0 | -20.2% | 1.6%[11.6 µM] | ? | -0.2 | ?
22 | O=C(NC(=S)NC1C2CC3CC(C2)CC1C3)C12CC3CC(CC(C3)C1)C2 (centres undefined) | 2.1 | 1.1% | 3.1% | -11.1 | -2.1% | -15.9% | ? | 5.4 | ?
23 | Oc1ccccc1CN1CCN(C(O)(c2ccccc2)c2ccccc2)CC1 | -6.2 | 2.1% | 6.8% | -19.1 | 1.4% | -3.5% | -21.0 | -0.1 | ?
24 | CCc1ccccc1NC(=O)Cn1cccc1C1=NC(c2ccccc2)CO1 (centres undefined) | 2.7 | 3.8% | 7.2% | -11.2 | -7.4% | 3.0% | -22.7 | 0.6 | -0.6%
25 | O=C1C2CCCN2C(=O)N1CCN1CCN(c2ccccc2)CC1 (centres undefined) | -5.4 | -14.7% | 6.0% | -41.8 | -13.0% | 3.8% | -3.3 | -3.8 | 11.7%
26 | COc1ccc(C(=O)Nc2ccc3ccccc3n2)cc1OC | 0.4 | 14.7% | 3.8% | -2.5 | -4.1% | -10.6% | 1.6 | 1.8 | 35.0%[activator]
27 | CCCNC(=O)C1CCN(c2cc(C)nc3c(-c4ccc(OC)c(OC)c4)c(C)nn23)CC1 | . | -1.6% | 5.3% | 0.5 | . | . | . | . | 2.9%
28 | C[C@]12C=CC(=O)C=C1CC[C@H]1[C@@H]3C[C@@H](O)[C@](O)(C(=O)CO)[C@@]3(C)C[C@H](O)[C@@]12F | -3.5 | 4.2% | 1.1% | -9.3&5.9 | -12.8% | 5.3% | -25.0 | -0.5 | ?
29 | CSc1ccc(-c2nc(CSCC(=O)NCCCN3CCOCC3)c(C)o2)cc1 | 0.2 | -2.3% | -14.4% | -3.3 | -17.6% | 3.4% | ? | -1.7 | -18.5%
30 | CS(=O)(=O)c1ccc(NC(=O)CCCc2nc3ccccc3c(=O)[nH]2)cc1 | -1.4 | -1.8% | -7.1% | 7.4 | -6.2% | 9.3% | 9.9 | -1.4 | 9.6%
31 | Cc1cc(C)nc(/N=C(\N)Nc2ccc(C)c([N+](=O)[O-])c2)n1 | 8.8 | 8.6% | ? | -1.1 | -6.9% | 5.8% | -2.2 | -1.1 | ?
32 | COc1ccc(C(=O)OCC(=O)NCCN2C(=O)CSC2=O)cc1 | 5.3 | 3.5% | 1.2% | -1.9 | -0.6% | -8.4% | 12.6 | 3.6 | -2.2%
33 | O=C(c1ccccc1)C(C(=O)N1CCc2ccccc2C1)n1ccccc1=O (centres undefined) | -3.6 | 0.3% | -12.9% | -13.6 | -0.7% | -13.5% | -15.9 | -2.7 | 1.7%
34 | O=C(Nc1ccc(-c2nc3ccccc3[nH]2)cc1)c1ccc(N2C(=O)CCC2=O)cc1 | 5.6 | 5.2% | 72.5%[activator] | -1.6 | -1.9% | -16.8% | 8.6 | 0.8 | 0.7%
35 | O=C(Nc1nc2c(s1)CN(Cc1ccccc1)CC2)c1cccc(S(=O)(=O)N2CCc3ccccc32)c1 | . | -1.7% | 188.7%[activator] | 4.2 | -23.5% | -8.1% | 38.0 | 5.7 | 1.0%
36 | Cc1nn(CC(=O)Nc2c(C)n(C)n(-c3ccccc3)c2=O)c(C)c1[N+](=O)[O-] | -2.7 | -2.7% | -2.4%[7.66 µM] | 4.5 | 6.5% | 3.2% | 7.0 | 1.3 | 29.1%[7.66 µM]
37 | CN1CCN(c2ccc(-c3ccnn3C(=O)Nc3cccc(C(F)(F)F)c3)cc2)CC1 | -0.2 | -6.2% | 9.6% | -6.5 | -13.9% | 3.0% | -12.3 | 2.2 | ?
38 | O=C(Nc1cccnc1)c1ccc(CSc2ccccc2)cc1 | -6.6 | 3.6% | -0.5% | -5.3 | -6.4% | 13.5% | -15.6 | -1.2 | -3.5%
39 | Cc1nc2cc(C(=O)N3CCN(C)CC3)ccc2n1C | -4.5 | -5.2% | -8.4% | 1.1 | 3.0% | 6.4% | 6.6 | -0.5 | 17.8%
40 | O=C(Nc1ccc(-c2csc(Nc3ccc(Cl)cc3)n2)cc1)c1cccc(C(F)(F)F)c1 | 2.2 | -2.4% | 4.0% | 29.6 | 0.0% | -1.1% | 83.2 | -0.7 | ?
41 | CCCOC(=O)C1[C@H]2C(=O)N(CC3CCCO3)C[C@]23C=C[C@H]1O3 (some centres undefined) | -3.6 | -1.3% | 4.6% | -2.1 | -6.4% | -4.8% | -5.9 | -0.5 | 0.0%
42 | CC(=O)Nc1ccc(S(=O)(=O)N2CCC(NC(=O)C(Cc3ccccc3F)NC(C)=O)CC2)cc1 (centres undefined) | -1.1 | 1.9% | -12.2% | 0.9 | -5.6% | 3.3% | 9.0 | -0.2 | 6.2%
43 | CN(C)c1ccc(CNC(=O)C2(C)Cc3c(-c4cccc(C(F)(F)F)c4)ccnc3O2)cc1 (centres undefined) | 4.0 | -6.7% | ? | -11.7 | -5.9% | -12.7% | -84.1* | -0.8 | ?

One compound at a time, from the list above. Order of screens: PI5P4K alpha inh	GLP-1R agonist	GLP1R cytotox	DRD3 agonist	PLK1 PBD block	WRN inhibitor	DRD3 antagonist	IL2 activator	GLP1R inv ag
Profile of CC(=O)Nc1ccc(S(=O)(=O)N2CCC(NC(=O)C(Cc3ccccc3F)NC(C)=O)CC2)cc1 (centres undefined) = -1.1	1.9%	-12.2%	0.9	-5.6%	3.3%	9.0	-0.2	6.2%
Profile of O=C(Nc1cccnc1)c1ccc(CSc2ccccc2)cc1 = -6.6	3.6%	-0.5%	-5.3	-6.4%	13.5%	-15.6	-1.2	-3.5%
